Bioassay records from PubChem BioAssay.
4-MU autofl = compound fluoresces in the 4-MU spectral region. AID 589. hit rate 11% among 59,000. compound autofluorescence, 340/450 nm, 4-MU equivalents; hits give high values. max dye-equivalent concentration, M; in the data active = max dye-equivalent concentration above about 10 nM; inconclusive = mostly about 1.1 nM to 9.6 nM
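Compounds in 100 mM Tris, pH 8.0, sat 15 min at room temperature before fluorescence was read at 340 nm excitation/450 nm emission; a per-plate six-point 4-MU standard curve converted signals to dye-equivalent concentration at each compound concentration.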
Caspase-7 inhib = allosteric or competitive inhibitors of human caspase-7. P55210. recombinant caspase-7, Ac-DEVD-AFC fluorescence rate. Potency, µM (top dose mostly 57.5 µM), inactives show top-dose activity change, negative = inhibition, usual class: inhibitors. hit rate 0.02% among 75,000; active = well fitted inhibition curve with a large enough effect in the main read-out, with a control signal flat, not every such curve was filed as active; inconclusive = small, poorly fitted or top-dose-only effect, or a change in a side signal; also: potency is read from the fitted curve at half-maximal effect; % of control where 0% means no effect
Target sequence (P55210 24-198 limits assumed): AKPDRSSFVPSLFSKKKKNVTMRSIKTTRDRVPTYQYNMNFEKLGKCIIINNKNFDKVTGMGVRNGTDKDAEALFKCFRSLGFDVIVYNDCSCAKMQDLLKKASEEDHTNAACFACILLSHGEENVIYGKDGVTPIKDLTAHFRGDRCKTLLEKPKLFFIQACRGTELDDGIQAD
Target sequence (P55210 207-303 limits assumed): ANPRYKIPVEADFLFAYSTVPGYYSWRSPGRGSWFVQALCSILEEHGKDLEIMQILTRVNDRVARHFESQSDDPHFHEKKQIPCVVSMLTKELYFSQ
GFP derepression = epigenetic modulators derepressing GFP locus in mouse cells; mouse C127i GFP locus derepression, cytometry, 30 h; Potency, µM (series often up to 46.1 µM), without a hit: at the top dose GFP derepression (activation); hit rate 0.09% among 68,000; also: % of control where 0% means no effect
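Read-out is the number of GFP-positive cells, scored as fluorescent objects 20 to 120 um wide, reflecting derepression of a silenced CMV-GFP reporter in murine C127i cells after 30 h compound exposure at 37 C.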
A350 fluor = compound fluoresces in the Alexa 350 spectral region | Compound autofluorescence, 340/450 nm, Alexa 350 dye-equivalents; hits give high values | max dye-equivalent concentration, M | hit rate 11% among 59,000; in the data active = max dye-equivalent concentration above about 10 nM; inconclusive = mostly about 1.1 nM to 9.6 nM
Casp1 inh = caspase-1 (human) inhibition, allosteric or competitive; P29466; Caspase-1 enzyme, Ac-WEHD-AFC fluorogenic rate; Potency, µM (series often up to 57.5 µM), inactives show at the top dose activity change, negative = inhibition, actives largely listed as inhibitors; hit rate 0.03% among 75,000;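 also: potency is read from the fitted curve at half-maximal effect; plate controls were vehicle for no effect and no substrate for full effect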
UbGFP stabilizer = proteasome inhibitors stabilizing ubiquitin-GFP reporter; Ubiquitin-GFP reporter cells, proteasome inhibition, GFP fluorescence; response scale: untreated = 0%, 10 µM MG-132 = 100%; Potency, µM (doses to about 45.9 µM), inactives show at the highest dose activation (GFP accumulation), hits mostly activators; 67,000 tested, under 10 active; AID 526; active = well fitted activation curve with a large enough effect, not every such curve was filed as active; inconclusive = small, poorly fitted or top-dose-only effect, or another doubt; inactive = no such curve, though single readings can be large or run the other way; also: potency is read from the fitted curve at half-maximal effect
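Proteasome block read as GFP accumulation: ubiquitin(G76V)-GFP U2OS cells exposed to compound (2.9 nM–46 uM) for 4 hr at 37 C. Normalization used untreated cells as 0% and 10 uM MG-132 as 100%; concentration-response curves fitted.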
BRCT PPI green = inhibitors of human BRCA1 BRCT-phosphoprotein interaction (green fluorophore); BRCA1 BRCT-phosphopeptide binding, green fluorescence polarization; Potency, µM (titrated, usually from 76.9 µM), inactives show at the top dose activity change, negative = inhibition, most hits filed as inhibitors; hit rate 0.05% among 75,000; AID 875;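 also: potency is read from the fitted curve at half-maximal effect; plate controls were peptide without protein for full effect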
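Fluorescence polarization: His-tagged BRCT (~35 kDa BRCA1 C-terminus, 250 nM) bound to 100 nM fluorescein-labeled phosphorylated 10-aa BACH1 peptide, pH 7.3 phosphate buffer with DTT and Tween 20. Compounds incubated 12 min at room temperature; inhibition read as lowered polarization.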
HEK293 cAMP ctrl = raises cAMP in parental HEK293 cells, TSHR agonist counter-screen | Potency, µM (highest dose often 57.1 µM), for inactives: top-dose activation, most hits filed as activators | hit rate 2.5% among 73,000 | AID 938 | parental HEK293 CNG cAMP sensor, membrane potential fluorescence; also: potency is read from the fitted curve at half-maximal effect; % of control where 0% means no effect; nearly all actives have a fitted effect of over 55% in size
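Parental HEK 293 cells stably expressing a modified CNG channel (no TSHR) report cAMP rise as membrane depolarization. Membrane potential dye with 100 uM RO 20-1724 was loaded for 60 min at room temperature, then compound added for 30 min; fluorescence read at 590 nm.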
BRCT PPI red = BRCT-phosphoprotein interaction inhibition (red fluorophore). Potency, µM (highest dose often 76.9 µM), inactives show at the highest dose activity change, negative = inhibition, hits mostly inhibitors. AID 892. hit rate 0.03% among 75,000. P38398. BRCT-phosphopeptide binding, red fluorescence polarization; also: % is scaled to controls: 0 for no effect and ±100 for the full control effect
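Rhodamine-labelled pBACH1 10-mer (100 nM) bound to BRCT domain (100 nM) at pH 7.3; compounds incubated 12 min room temperature, polarization read. Free peptide defines full inhibition; unlabelled decapeptide titrated as control.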
USP2a inh = blocks human ubiquitin-specific protease USP2a. USP2a enzymatic assay, qHTS inhibition. Potency, µM (series often up to 38.3 µM), inactives show at the highest dose activity change, negative = inhibition, actives largely listed as inhibitors. hit rate 0.1% among 60,000. AID 927;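 also: potency is read from the fitted curve at half-maximal effect; nearly all actives have a fitted effect of over 60% in size; plate controls were DMSO for no effect and NEM full inhibition control for full effect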
Target sequence (O75604 whole entry, looked up): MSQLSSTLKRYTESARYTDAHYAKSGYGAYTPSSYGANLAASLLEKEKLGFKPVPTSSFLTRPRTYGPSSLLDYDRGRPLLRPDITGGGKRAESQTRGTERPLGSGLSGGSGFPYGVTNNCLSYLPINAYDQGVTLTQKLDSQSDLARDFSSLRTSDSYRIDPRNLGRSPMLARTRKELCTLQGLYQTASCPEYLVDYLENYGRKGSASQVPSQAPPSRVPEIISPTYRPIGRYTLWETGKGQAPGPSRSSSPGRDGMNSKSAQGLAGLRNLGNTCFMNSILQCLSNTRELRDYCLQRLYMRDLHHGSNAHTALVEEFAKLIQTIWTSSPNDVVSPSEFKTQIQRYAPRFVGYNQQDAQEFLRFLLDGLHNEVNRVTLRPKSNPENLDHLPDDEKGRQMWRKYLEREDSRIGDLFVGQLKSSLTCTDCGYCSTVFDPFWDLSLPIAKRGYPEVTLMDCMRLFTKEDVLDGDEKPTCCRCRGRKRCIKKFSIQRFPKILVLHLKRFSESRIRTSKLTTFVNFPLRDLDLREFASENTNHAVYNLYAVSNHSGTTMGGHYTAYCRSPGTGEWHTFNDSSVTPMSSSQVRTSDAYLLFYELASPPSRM
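USP2 core (20nM final) preincubated 30 min RT with compound, then Ub-PLA2 20nM and NBD C6-HPC 20uM final added; buffer 20mM Tris-HCl pH 8.0, 2mM CaCl2. Fluorescence Ex 460/Em 535 read at 0 and 2.5 h; normalized to NEM.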
Fluorescein autfl = compound fluoresces in the fluorescein spectral region; Compound autofluorescence, 480/540 nm, fluorescein-equivalent; hits give high values; max fluorescein-equivalent concentration, M; hit rate 0.91% among 59,000; in the data active = max fluorescein-equivalent concentration above about 10 nM; inconclusive = between about 1.1 nM and that limit
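Values reflect compound autofluorescence, normalized to fluorescein on the same plate and reported at each tested concentration. Conditions: 100 mM Tris pH 8.0, room temperature, 15 min, excitation 480 nm, emission 540 nm.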
* = called active by the depositor; i = inactive; u = inconclusive; x = not tested or not shown; [ ] = another dose, or the depositor's remark. Unless noted, calls follow the shape of the dose curve; as a rule, active = well fitted curve in the direction sought with a large enough effect; inconclusive = small, poorly fitted or top-dose-only effect, or another doubt; inactive = no such curve, though single readings can be large; an effect the other way counts as inactive or inconclusive. This is a subset (hit frequency here may not be typical).

molecule	4-MU autofl	Caspase-7 inhib	GFP derepression	A350 fluor	Casp1 inh	UbGFP stabilizer	BRCT PPI green	HEK293 cAMP ctrl	BRCT PPI red	USP2a inh	Fluorescein autfl
COc1cccc(C2=NOC(C(=O)Nc3cc(OC)c(OC)c(OC)c3)C2)c1 (stereo not drawn)	i	0.8%	0.1%	i	-1.9%	13.7%	-0.4%	u	-0.2%	14.6%	i
Fc1ccc(-c2nnc(CSc3nnc(-c4ccc5c(c4)OCO5)o3)o2)cc1	i	-7.0%	-1.3%	u	-3.2%	2.8%	2.9%	25.1µM*	0.0%	39.1%[activator]	u
COc1ccc(S(=O)(=O)Nc2cc(C)cc(C)n2)c2ccccc12	i	-2.1%	4.3%	i	1.3%	-1.7%	1.3%	14.2%	1.0%	29.2%	i
COC(=O)c1cccc(NC(=O)CSc2nnc(COc3ccccc3)n2C)c1	i	0.4%	-2.3%	i	1.5%	3.7%	1.2%	12.3%	-0.6%	-2.8%	u
O=C(CN1CCCC1)Nc1ccc(Oc2ccc(NC(=O)CN3CCCC3)cc2)cc1	i	1.6%	-1.2%	i	-0.6%	-2.9%	0.2%	-1.4%	-0.4%	5.8%	u
O=C(CCn1c(=O)[nH]c2ccccc2c1=O)Nc1ccccc1	i	1.0%	-2.6%	i	0.8%	-8.5%	-0.5%	1.2%	-0.8%	-6.1%	i
N#Cc1ccc(NC(=O)CN2C(=O)NC(Cc3ccccc3)C2=O)cc1 (stereo not drawn)	i	-1.6%	-1.2%	i	1.9%	1.1%	-0.9%	-6.1%	-1.0%	0.5%	u
O=C(CN(C(=O)CSc1nnc(COc2ccccc2)o1)c1ccc(F)cc1)NC1CCCC1	i	1.5%	0.0%	i	0.4%	3.7%	-1.4%	18.5%	-0.7%	x	i
O=C(Nc1ccccc1OC(F)F)c1ccccc1	i	-0.6%	-1.7%	i	-0.5%	5.3%	1.4%	7.2%	1.8%	3.9%	i
O=c1[nH]c(SCc2ccccc2Cl)nc2c1CCC2	x	-1.9%	-2.2%	x	1.0%	-7.5%	-2.8%	24.5%	-2.9%	2.6%	x
N#CCCn1c(=O)cnc2cnc(Oc3cccc(Cl)c3)nc21	i	-2.6%	-2.7%[9.22 µM]	i	-2.0%	-7.3%	-0.9%	10.8%	1.0%	22.8%	i
C=CCn1c(SCC(=O)NC2CCS(=O)(=O)C2)nc2scc(C3CC3)c2c1=O (stereo not drawn)	i	-2.5%	0.0%	i	-0.6%	7.2%	1.8%	2.0%	-3.2%	25.6%	u
CCCCNCCOCCOc1ccc(F)cc1	x	-2.9%	x	x	-2.3%	x	0.3%	u	-0.6%	x	x
O=C(CCN1C(=O)COc2ccccc21)NCCN1CCOCC1	u	-0.3%	2.1%	u	-1.6%	-4.3%	0.2%	25.3%	0.0%	-7.6%	i
Nc1ccc(-c2nc3ccc(-c4nc5ccccc5o4)cc3[nH]2)cc1	4.63e-08M*	-26.3%	-0.4%	4.31e-08M*	u	-4.3%	0.1%	-12.2%	0.9%	24.8%	i
O=Cc1ccc(OC2C=CC(C#Cc3ccccc3)OC2CO)cc1 (stereo not drawn)	x	-3.3%[11.5 µM]	x	x	-2.7%[11.5 µM]	x	2.2%[15.4 µM]	-3.8%[11.4 µM]	0.7%[15.4 µM]	x	x
O=C(c1ccccc1)C1CCc2occc2C1=O (stereo not drawn)	i	-0.4%	2.1%	i	-1.4%	-0.5%	0.4%	4.7%	-0.4%	-2.1%	i
OCCn1c(SC2CCCCC2)nc2ccccc21	i	0.0%	-3.2%	i	0.2%	-4.1%	0.8%	3.8%	-1.2%	0.8%	i
CC1CCCCN1S(=O)(=O)c1cccc2cccnc12 (stereo not drawn)	x	0.0%	x	x	-2.1%	-10.5%	0.3%	12.9%	1.4%	x	x
CN(C)Cc1c(O)ccc2[nH]cnc12	i	-1.5%	2.2%	u	-0.7%	3.4%	-0.4%	4.3%	-0.2%	-7.3%	i
COc1ncc2ncc(=O)n(Cc3cccs3)c2n1	i	0.2%	1.1%[9.22 µM]	i	-3.2%	-0.2%	3.7%	u	-1.8%	3.2%	u
Cn1c(CCNC(=O)c2cccs2)nnc1SCC(=O)Nc1nc(-c2ccccc2)cs1	i	-0.7%	0.0%	i	-1.8%	-9.7%	-3.0%	-12.6%	0.4%	30.0%[activator]	i
Cc1ccc(O)c(N=CC2=C(O)c3ccccc3C2=O)c1	x	-15.0%	-2.3%	x	-7.9%	7.4%	-0.1%	-5.1%	-4.4%	x	x
O=C(c1ccccc1)[C@@H]1O[C@H]1c1ccc(-c2ccccc2)cc1	x	-2.2%	2.4%	x	0.9%	4.8%	-2.3%	17.0%	-2.2%	x	x
O=C(NC12CC3CC(CC(C3)C1)C2)N1CCN(c2ccccn2)CC1	u	-1.1%	5.8%	u	-2.4%	2.6%	-2.3%	5.3%	-2.4%	5.2%	i
CCOCCCNC(=O)C1CCCN(S(=O)(=O)CC)C1 (stereo not drawn)	i	-1.7%	2.1%	i	0.3%	-5.2%	-0.3%	u	1.7%	2.9%	i
COCCCN1C(=O)c2[nH]nc(-c3ccccc3O)c2C1c1ccc(Cl)cc1 (stereo not drawn)	i	-4.0%	-1.6%	i	-0.6%	2.6%	1.4%	25.1%	-0.6%	36.9%[activator]	i
CCCCC(=O)NC(Nc1nc(C2CC2)cs1)(C(=O)OCC)C(F)(F)F (stereo not drawn)	i	0.6%	-2.0%	i	0.6%	6.5%	-2.4%	27.2%	-0.9%	-3.3%	u
COCCC(=O)NC12CC3CC(CC(C3)C1)C2	i	1.9%	2.0%	i	0.4%	-1.6%	0.1%	2.1%	0.7%	4.0%	i
CCOc1cccc(C(=O)Nc2ccccc2OC(F)F)c1	i	0.3%	7.0%	u	-0.9%	5.9%	1.0%	15.8%	1.4%	-3.8%	u
C=CCNC(=O)CNS(=O)(=O)c1ccc(F)cc1	i	-0.4%	1.6%	i	2.8%	-3.5%	-1.3%	2.7%	1.9%	-7.3%	i
CC(=O)NC(Cc1ccccc1)C(=O)N1CCN(C(=O)c2ccco2)CC1 (stereo not drawn)	i	-0.1%	1.3%	i	1.2%	1.8%	-0.3%	4.5%	-0.3%	1.4%	i
Cc1cnc(SCCc2ccncc2)nc1C	i	-0.4%	7.3%	i	-0.6%	-1.0%	0.4%	15.0%	0.0%	3.1%	i
COc1ccccc1C(=O)NC(CCSC)C(=O)OCC(=O)NC(=O)NCc1ccco1 (stereo not drawn)	i	-2.0%	-1.9%	i	0.0%	0.0%	-1.5%	12.9%	0.6%	21.7%	i
N#Cc1nc(COc2ccc(F)cc2)oc1N1CCN(Cc2ccccc2)CC1	i	-1.6%	0.0%	i	0.4%	-3.3%	0.1%	6.31µM*	0.0%	-3.7%	i
